Screening results: PubChem, several laboratories
PPC-1+TRAIL kill: kills PPC-1 cancer cells in the presence of TRAIL. PPC-1 cells + TRAIL, ATPLite viability luminescence. cell killing (% activity), % at 4 µM. 220,000 tested, 0.41% active;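 active = cell killing above 50% in the first pass at 4 µM, then a duplicate retest at 5 µM averaging 50% or more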;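 note: plate controls were cells with TRAIL plus DMSO for no effect and medium-only wells lacking cells for full effect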
EP2 antag: EP2 receptor (human) inhibition. C6 glioma cells expressing human EP2, cAMP TR-FRET; cells stimulated with saturating PGE2. AID 1422. 260,000 tested, 0.52% active. inhibition, % at 25 µM;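 active = percent inhibition above 40 after rounding to a whole number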;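 note: rat C6 glioma host cells with rolipram phosphodiesterase inhibitor present; the protocol text gives 20 µM as final concentration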
p97 inhibitor: blocks human p97 ATPase activity; AID 1481; P55072; recombinant p97 ATPase, Kinase-Glo ATP luminescence, 3 h; 220,000 tested, 0.42% active; inhibition, % at 8 µM; in the data active = inhibition above about 15%;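 note: 0% = DMSO vehicle and 100% = wells lacking enzyme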
BaF3 tox: counter-screen for JAK2V617F inhibitors: parental Ba/F3 viability inhibitors. AID 1486. 220,000 tested, 1.1% active. inhibition, % at 5.6 µM. CellTiter-Glo ATP luminescence;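 active = inhibition above a per-campaign cutoff, the mean inhibition of all tested compounds plus 3 SD, cut at about 27% in these data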;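 note: 0% = DMSO wells and 100% = JAK Inhibitor I control wells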
Furin inh: blocks human furin protease activity; purified furin, fluorogenic substrate cleavage; inhibition, % at 30 µM; 220,000 tested, 0.061% active; in the data active = inhibition above about 25%; note: inactives centre near -15
Target sequence (P09958 108-714 limits assumed): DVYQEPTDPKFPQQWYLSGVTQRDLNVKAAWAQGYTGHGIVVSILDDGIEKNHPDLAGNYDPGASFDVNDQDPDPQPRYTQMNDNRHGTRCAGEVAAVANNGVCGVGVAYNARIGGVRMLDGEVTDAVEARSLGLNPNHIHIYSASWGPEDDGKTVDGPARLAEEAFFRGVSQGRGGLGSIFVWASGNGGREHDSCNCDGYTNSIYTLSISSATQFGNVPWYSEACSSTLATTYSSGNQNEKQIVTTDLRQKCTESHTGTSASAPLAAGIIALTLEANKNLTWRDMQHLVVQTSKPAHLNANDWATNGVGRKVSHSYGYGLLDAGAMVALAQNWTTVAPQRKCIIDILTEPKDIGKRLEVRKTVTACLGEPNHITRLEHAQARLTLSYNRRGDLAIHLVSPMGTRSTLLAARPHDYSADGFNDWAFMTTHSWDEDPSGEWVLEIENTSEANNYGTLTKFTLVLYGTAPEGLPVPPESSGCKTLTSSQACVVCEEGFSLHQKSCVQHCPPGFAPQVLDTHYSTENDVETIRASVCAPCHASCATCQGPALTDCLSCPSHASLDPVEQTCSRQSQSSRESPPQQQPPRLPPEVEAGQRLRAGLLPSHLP
Ba/F3 V617F tox: reduce viability of Ba/F3 cells dependent on JAK2V617F; Ba/F3 EpoR-JAK2V617F viability, ATP luminescence; inhibition, % at 5.6 µM; 220,000 tested, 1.1% active; AID 1446;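 active = inhibition above the campaign mean plus 3 SD over all tested compounds, cut at about 24% in these data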;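 note: cytokine-independent growth of Ba/F3 cells driven by EpoR plus mutant JAK2; 0% = DMSO-treated cells and 100% = JAK inhibitor I control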
RBBP9 inh: inhibitors of human serine hydrolase RBBP9; 220,000 tested, 0.2% active; AID 1515; recombinant RBBP9, FP-Rh probe fluorescence polarization; inhibition, % at 7.94 µM;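 active = inhibition above the campaign mean of all tested compounds plus 3 SD, cut at about 14% in these data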;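 note: plate controls were DMSO wells with RBBP9 for no effect and wells lacking RBBP9 protein for full effect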
Target sequence (O75884 whole entry, looked up): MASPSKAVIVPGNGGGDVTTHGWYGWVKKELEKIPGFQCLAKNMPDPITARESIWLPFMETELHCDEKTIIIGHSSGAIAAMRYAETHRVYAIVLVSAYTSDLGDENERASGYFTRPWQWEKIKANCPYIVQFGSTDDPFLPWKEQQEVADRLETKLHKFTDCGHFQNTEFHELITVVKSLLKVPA
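Measured by – fluorescence polarization · Test system – RBBP9 protein · Input – 2.5 µM RBBP9 dispensing solution, before mixing · Measure – percent inhibition from mP, scaled between DMSO and no-protein wells · Benchmarks – DMSO-treated enzyme wells and wells lacking RBBP9 · Times – preincubation 30 min plus labeling 45 min at 25 °C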
TbHK1 inh: T. brucei hexokinase 1 inhibition; recombinant TbHK1, G6PDH-coupled NADH A340; inhibition, % at 10 µM; 220,000 tested, 0.11% active; AID 1430;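 active = inhibition of 50% or more in the single-dose primary screen; inactive = inhibition below 50%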
NCF1 inh: blocks human p47phox regulatory protein of NADPH oxidases; 220,000 tested, 0.53% active; AID 1274; p47phox/p22phox peptide binding, fluorescence polarization, 2 h; P14598; inhibition, % at 24.7 µM;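 active = inhibition above about 30%, limit read from the data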;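 note: 0% = p47phox with labelled peptide and 100% = labelled peptide alone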
The depositor's hits bear a star; . = not tested or not shown; & = joins results of further samples; [ ] = dose if it differs, or a comment. This is a subset; count on the stated rates, not on these rows.

Results follow in this order: PPC-1+TRAIL kill	EP2 antag	p97 inhibitor	BaF3 tox	Furin inh	Ba/F3 V617F tox	RBBP9 inh	TbHK1 inh	NCF1 inh
O=C(CCc1nc2ccccc2s1)Nc1ccccc1
    14	8	-2	10	-18	4	-3	-12	-3
O=C(CCN1C(=O)C2C3C=CC(C3)C2C1=O)N1CCN(c2ccccc2Cl)CC1 (stereo unspecified)
    10	13	5	3	-5[20 µM]	-3	-7	0	-74
COC(=O)c1ccc(NC(=O)c2cn(-c3ccccc3)nc2-c2ccncc2)cc1
    1	33	2	3	-26[20 µM]	-3	-10	-2	0
CN1CCN(C(=S)NC(=O)/C=C/c2cccs2)CC1
    23	11	-5	-4	-1	0	-3	-46	-10
O=C(CSc1ccc(F)cc1)NCCSc1ccccc1
    22	14	1	3	-16	4	-5	10	-7
Cc1ccc(C(=O)N2CCCC2)cc1S(=O)(=O)Nc1ccccc1
    9	9	-8	8	-8[20 µM]	5	0	4	1
CCCCCNc1nc(-c2ccccc2)nc(-n2ccnc2)n1
    -9	14	-6	2	-9	3	-9	1	12
COc1nc(-c2ccc(C)cc2)ccc1-c1noc(-c2ccco2)n1
    3	13&14	-7	5	-6	1	-3	-25	.
CCOC(=O)c1c(NC(=O)CN2CCCc3ccccc32)sc(C(C)=O)c1C
    -1	8	2	9	-10	3	6	-11	-23
C/C(=N\NC(=O)c1cc(C)nc2ccccc12)c1cccs1
    -4	13	3	2	-19	0	0	-22	-5
Cc1ccccc1NC(=O)C(=O)NC(C)CCc1ccccc1 (stereo unspecified)
    30	8	4	8	-4	-1	1	38	-2
CCC(C)C1C(C#N)=C(N)Oc2n[nH]c(C)c21 (stereo unspecified)
    -10	8	13	-1	-14	-3	-7	-2	-4
Cc1cccc(N2C(=S)NC3c4ccccc4OC2(C)C3C(=O)N(C)C)c1 (stereo unspecified)
    4[5 µM]	5	6	5	-19	0	-7	-2	-11
O=C(OCc1cc2ccccc2[nH]c1=O)c1ccc([N+](=O)[O-])cc1
    6	9	-2	4	-16	-1	-8	-25	0
N#C/C(=C\c1cccc(Oc2ccc(C(F)(F)F)cc2[N+](=O)[O-])c1)c1nc2ccccc2[nH]1
    4	27	0	4	-8[20 µM]	1	-9	-9	-23
CCOc1ccc(/C=N/NC(=O)CN2CCSCC2)cc1
    8	6	5	1	-23	-5	-3	-1	-15
COc1ccc(/C=N/NC(=O)c2cccnc2)cc1CN1CCCc2ccccc21
    21	8	5	8	-8	7	6	-11	-2
COc1cc(NC(=O)COC(=O)/C=C/c2c(C)nn(-c3ccc(F)cc3)c2Cl)cc(OC)c1
    1	4	3	0	-11	-2	-7	21	-48
COc1ccc(Cc2nc(-c3ccc(-n4cccc4)cc3)no2)cc1OC
    6	7	-11	7	1	2	-15	-1	-66
C/C(=N\NC(=O)C(=O)Nc1ccc(C)c(Cl)c1)c1ccncc1
    -3	5	-6	6	-15	5	-2	-10	27
O=C(NCCN1CCN(c2cccc(Cl)c2)CC1)c1ccc(CSc2nc3ccncc3[nH]2)cc1
    11	9	-2	5	-21	3	-6	8	2
CCOC(=O)CC(=O)CSC1=C(C#N)C(c2ccccc2OC)CC(=O)N1 (stereo unspecified)
    0	9	-1	1	-24	0	-9	-11	-10
CC(/C=N/n1c(-c2cccnc2)n[nH]c1=S)=C\c1ccccc1
    9	5	3	7	-12	-1	1	3	9
O=C(CN1C(=O)C2CC=CCC2C1=O)Nc1ccc(S(=O)(=O)N2CCOCC2)cc1 (stereo unspecified)
    -3	4	4	1	-12	-4	-11	3	-1
Cc1nn(C)c(Oc2cccc(Cl)c2)c1C(=O)Nc1ccc(F)cc1
    14	5	-4	3	-19[20 µM]	-1	-3	0	-32
Cc1ccc2nc(C3CCCN(C(=S)Nc4cccc(C)c4C)C3)[nH]c2c1 (stereo unspecified)
    14	11	-4	7	-17	-1	-2	-4	-12
Brc1ccc(-c2noc(-c3ccccc3)n2)o1
    8	6	2	3	-31	-4	-11	-7	-15
CN(C)S(=O)(=O)c1cccc(NC(=O)c2cncc(Br)c2)c1
    -7	4	-1	2	-9	-3	-9	34	1
O=S(=O)(c1ccccc1)N1CCC2(CC1)CO2
    12	5	3	10	-23	-1	-1	2	2
Cc1ncc(CO)c2cc(C(N)=O)c(=Nc3ccccc3)oc12
    13	9	1	3	-16	2	-1	-11	-9
CCc1ccc(C(C(=O)NCCOC)N(C(=O)Cn2nnc3ccccc32)c2cccnc2)cc1 (stereo unspecified)
    30	8	2	4	-15[20 µM]	2	-2	6	-15
COC(=O)c1ccccc1OCC(=O)N1CCN(c2ccc(Cl)cc2)CC1
    12	6	-2	6	-15[20 µM]	0	-7	-2	-16
COc1ccc(N2CCN(Cc3nc4ccsc4c(=O)[nH]3)CC2)cc1
    12	7	4	2	-17[20 µM]	-1	-4	-1	-3
Cc1ccc(S(=O)(=O)N2CCOCC2)cc1N/N=C(\C#N)c1nc2ccccc2[nH]1
    -8	6	3	16	4	5	0	-1	-43
O=c1cc(Nc2ccc3c(c2)OCCO3)[nH]c(=O)n1-c1ccc(Br)cc1
    -4	10	7	3	-12[20 µM]	-5	-8	6	-19
Cc1nnc(SCC(=O)N2CCOCC2)[nH]c1=O
    1	9	0	4	-20	-2	-6	-9	0
Cc1c(/C=N\NC(=O)c2cc3ccccc3o2)c2ccccc2n1C
    5	15	0	41*	-7	35*	1	-27	-7
CC(C)(C)n1nnnc1C(c1ccc(F)cc1)N(Cc1ccc(F)cc1)Cc1ccco1 (stereo unspecified)
    -6	9	-9	3	-21[20 µM]	1	-11	7	-26
CC(C)(C)c1ccc(OCC(=O)N/N=C/C2CC=CCC2)cc1 (stereo unspecified)
    16	5	0	2	-26	3	-4	-3	-8
O=C(O)CCC(=O)N1CCC[C@H]1C(=O)O
    -8	16	.	.	-20	.	.	1	-17
COc1cc(OC)c(OC)cc1CN1CCCC(C(=O)c2sccc2C)C1 (stereo unspecified)
    15	3	6	2	-10	-6	2	0	-16
Cn1[nH]c(C(F)(F)F)c(C=Nc2ccc(Cl)cc2)c1=O
    2	7	-1	7	-24	4	-2	-5	1
COc1ccc(C(=O)NNC(=O)CCn2nnc(-c3ccc(Cl)cc3)n2)cc1OC
    -12	8	5	5	-22	-1	-11	-3	-16
CCOC(=O)C1CCCN(CC(=O)Nc2cc(C)cc(C)c2)C1 (stereo unspecified)
    8	10	-2	5	-18	5	4	-4	3
O=C(NCc1ccc2c(c1)OCO2)c1ccc2snnc2c1
    13	14	0	3	-21[20 µM]	-2	2	-6	-10
Cc1ccc(/C=N/n2nnnc2N)cc1[N+](=O)[O-]
    21	9	1	0	0[20 µM]	-6	-3	-9	-13
CC(NC(=O)C1CC12CCC2)c1ccccc1 (stereo unspecified)
    11	4	2	3	-14	-2	-11	-6	-9
CC1CCc2c(sc(NC(=O)c3ccccc3C(=O)O)c2C#N)C1 (stereo unspecified)
    18	9	2	4	-11	1	-2	-11	12
O=C(COc1ccc(-n2ccnc2)cc1)Nc1cccc(F)c1
    -1	3	-3	4	-20	2	-13	12	-5
COc1ccccc1NC(=S)NNC(=O)c1ccccc1Br
    12	4	3	2	-20	-2	-5	38	-11
CCCCn1c(=O)c(Cc2ccccc2)c(O)c2ccccc21
    1	.	-3	3	-18	3	-7	2	-4
Cc1ccc(C(c2nnnn2CCc2ccccc2)N2CCSCC2)cc1 (stereo unspecified)
    10	.	-4	1	-24	-5	2	6	-4
C=CCOC(=O)C1=C(C)OC(N)=C(C#N)C1c1ccc(F)cc1 (stereo unspecified)
    12	.	1	4	-20	0	2	-3	-7
CCNC(=O)c1ccccc1SCC(=O)Nc1ccc(F)cc1
    8	4	3	4	-17	-1	-5	0	3

Rewritten tab-delimited: part of the list above
SMILES	PPC-1+TRAIL kill	EP2 antag	p97 inhibitor	BaF3 tox	Furin inh	Ba/F3 V617F tox	RBBP9 inh	TbHK1 inh	NCF1 inh
CCOC(=O)C1CCCN(CC(=O)Nc2cc(C)cc(C)c2)C1 (stereo unspecified)	8	10	-2	5	-18	5	4	-4	3
O=C(NCc1ccc2c(c1)OCO2)c1ccc2snnc2c1	13	14	0	3	-21[20 µM]	-2	2	-6	-10
Cc1ccc(/C=N/n2nnnc2N)cc1[N+](=O)[O-]	21	9	1	0	0[20 µM]	-6	-3	-9	-13
CC(NC(=O)C1CC12CCC2)c1ccccc1 (stereo unspecified)	11	4	2	3	-14	-2	-11	-6	-9
CC1CCc2c(sc(NC(=O)c3ccccc3C(=O)O)c2C#N)C1 (stereo unspecified)	18	9	2	4	-11	1	-2	-11	12
O=C(COc1ccc(-n2ccnc2)cc1)Nc1cccc(F)c1	-1	3	-3	4	-20	2	-13	12	-5
COc1ccccc1NC(=S)NNC(=O)c1ccccc1Br	12	4	3	2	-20	-2	-5	38	-11
CCCCn1c(=O)c(Cc2ccccc2)c(O)c2ccccc21	1	.	-3	3	-18	3	-7	2	-4
Cc1ccc(C(c2nnnn2CCc2ccccc2)N2CCSCC2)cc1 (stereo unspecified)	10	.	-4	1	-24	-5	2	6	-4
C=CCOC(=O)C1=C(C)OC(N)=C(C#N)C1c1ccc(F)cc1 (stereo unspecified)	12	.	1	4	-20	0	2	-3	-7
CCNC(=O)c1ccccc1SCC(=O)Nc1ccc(F)cc1	8	4	3	4	-17	-1	-5	0	3
